Compound activity as filed in PubChem.
Rab7 wt GTP bind: modulators of GTP binding to dog Rab7 wildtype GTPase; GST-Rab7 beads, fluorescent GTP binding, flow cytometry; actives lie on both sides; untreated = 100%, excess cold GTP = 0%; GTP binding activity (percent of control), % at 10 µM; 190,000 tested, 0.055% active; AID 758;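 active = fluorescent GTP binding to Rab7 beads changed by at least 20 points from the 100% baseline, either direction, mostly lower; inconclusive = compound itself probably fluorescent, or too few beads counted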;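 note: median green fluorescence of bound Bodipy-FL-GTP per Rab7 bead population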
GSH bead fluor: compound fluoresces at 488/530 nm on GSH beads. 190,000 tested, 0.25% active. GSH beads flow cytometry, compound fluorescence 488/530 nm; stronger effect = higher value. fluorescence (KMESF) at 10 µM. AID 1776; in the data active = fluorescence above about 89;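 note: glutathione beads carrying GST-tagged Bcl family fusion proteins plus one bare bead set; values are compound well signal with DMSO vehicle wells as background; inactives centre near 16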
ABCB1 inh: human ABCB1 inhibition, ABCG2 as counter-screen; 190,000 tested, 0.067% active; CCRF-Adr cells, JC-1 efflux, flow cytometry; P08183; inhibition, % at 6.6 µM; in the data active = inhibition above about 40%;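 note: 0% = vehicle and 100% = reference inhibitor; higher value means more JC-1 retained so stronger ABCB1 efflux block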
HRas wt GTP bind: human HRas wildtype GTP binding, change in either direction; P01112; GST-Ras wt beads, Bodipy-FL-GTP binding, flow cytometry; actives lie on both sides; GTP binding activity, % at 10 µM; 190,000 tested, 0.14% active; AID 759;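 active = GTP binding activity at least 20% away from the 100% baseline, either lowered as inhibitor or raised as activator; inconclusive = flagged as likely green fluorescent, judged across all proteins in the well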;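 note: 0% = unlabeled GTP competition control and 100% = no-compound control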
Target sequence (P01112 whole entry, looked up): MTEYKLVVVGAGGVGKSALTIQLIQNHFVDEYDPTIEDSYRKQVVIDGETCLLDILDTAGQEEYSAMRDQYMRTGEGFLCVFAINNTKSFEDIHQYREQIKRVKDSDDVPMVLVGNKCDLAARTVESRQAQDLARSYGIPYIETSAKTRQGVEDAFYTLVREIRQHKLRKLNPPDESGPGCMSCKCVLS
Rac1 mut GTP: modulators of GTP binding to human Rac1 activated mutant; P63000; GST-Rac1 activated beads, fluorescent GTP binding, flow cytometry; actives lie on both sides; 100% means binding = to untreated wells; percent activity (GTP binding), % at 10 µM; 190,000 tested, 0.11% active; AID 764;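 active = GTP binding at least 20 percentage points away from the 100% baseline, in either direction, so actives lie on both sides; inconclusive = Compound likely fluorescent itself, or too few beads counted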
ABCG2 inh: inhibitors of human ABCG2 transporter, ABCB1 counter-screen | inhibition, % at 6.6 µM | IgMXP3 cells, JC-1 efflux, flow cytometry | Q9UNQ0 | AID 1325 | 190,000 tested, 0.1% active;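 active = inhibition above 80%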;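 note: 0% = DMSO and 100% = nicardipine control wells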
Target sequence (Q9UNQ0 whole entry, looked up): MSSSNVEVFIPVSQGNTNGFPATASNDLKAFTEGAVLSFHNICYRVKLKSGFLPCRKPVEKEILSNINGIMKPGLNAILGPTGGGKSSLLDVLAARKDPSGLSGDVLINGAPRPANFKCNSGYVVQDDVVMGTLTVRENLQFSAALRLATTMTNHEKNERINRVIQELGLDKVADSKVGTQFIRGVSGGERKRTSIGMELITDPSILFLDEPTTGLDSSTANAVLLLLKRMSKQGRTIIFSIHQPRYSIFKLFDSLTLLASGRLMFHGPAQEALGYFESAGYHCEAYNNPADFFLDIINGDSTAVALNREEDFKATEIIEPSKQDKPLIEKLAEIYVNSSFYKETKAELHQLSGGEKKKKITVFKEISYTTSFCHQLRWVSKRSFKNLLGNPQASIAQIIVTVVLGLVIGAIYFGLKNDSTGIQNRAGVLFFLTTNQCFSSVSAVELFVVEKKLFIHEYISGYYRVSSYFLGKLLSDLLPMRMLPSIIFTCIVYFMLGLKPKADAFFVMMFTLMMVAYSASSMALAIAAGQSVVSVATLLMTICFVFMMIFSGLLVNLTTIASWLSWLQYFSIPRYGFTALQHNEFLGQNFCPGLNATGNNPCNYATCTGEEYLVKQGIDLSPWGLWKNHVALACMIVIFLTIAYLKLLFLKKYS
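Test system: IgMXP3 cells (ABCG2) mixed with DDAO far-red-labelled CCRF-Adr cells (ABCB1). Reagent: JC-1 transporter substrate. Compound dosing: single test compound dose, 6.6 µM final. Times: 10 min compound exposure, 25 °C. Detection: flow cytometry of retained JC-1 fluorescence. Read-out basis: efflux inhibition in percent versus controls. Controls: nicardipine and DMSO wells.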
Avidin fluor: avidin bead compound fluorescence profile; fluorescence (KMESF) at 10 µM; Avidin beads, compound fluorescence 488/530 nm, flow cytometry; stronger effect = higher value; 220,000 tested, 0.38% active; in the data active = fluorescence above about 47; note: inactives centre near 10
Pf gamet viab: P. falciparum stage V gametocyte viability inhibition; P. falciparum stage V gametocytes, ATP luminescence, 24 h; inhibition, % at 10.9 µM; 150,000 tested, 0.065% active; AID 743093;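 active = inhibition above the mean plus 3 SD of compounds within the control limits, set per campaign, cut at about 38% in these data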;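 note: 0% = DMSO wells and 100% = medium only without gametocytes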
Cdc42 wt: human Cdc42 wildtype GTP binding change, either direction; percent activity (GTP binding), % at 10 µM; GST-Cdc42 beads, Bodipy-GTP binding, flow cytometry; actives lie on both sides; 190,000 tested, 0.2% active; P60953;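 active = percent activity GTP binding at least 20 points away from the 100% baseline, either down as inhibitor or up as activator; inconclusive = compound flagged as likely green fluorescent from well-wide comparison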;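 note: median bead fluorescence of bound Bodipy-FL-GTP at 100 nM; 0% = excess unlabeled GTP control and 100% = no compound control; below 100% means less GTP binding so inhibitor and above means activator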
Target sequence (P60953 whole entry, looked up): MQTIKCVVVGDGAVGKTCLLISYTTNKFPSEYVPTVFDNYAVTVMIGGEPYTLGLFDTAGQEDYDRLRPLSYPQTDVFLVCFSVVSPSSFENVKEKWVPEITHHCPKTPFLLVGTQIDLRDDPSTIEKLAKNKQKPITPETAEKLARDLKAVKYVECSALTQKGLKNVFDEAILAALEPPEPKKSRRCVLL
Rac1 wt modul: alters GTP binding to wildtype human Rac1; P63000; GST-Rac1 beads, fluorescent GTP binding, flow cytometry; actives lie on both sides; 0 = cold GTP competed, 100 = untreated; GTP binding activity (% of control), % at 10 µM; 190,000 tested, 0.27% active; AID 757;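 active = GTP binding activity at least 20 points away from the 100% control level, either lower or higher; inconclusive = compound flagged as likely green fluorescent, judged across all proteins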
Rab2A wt mod: changes GTP binding to wildtype dog Rab2A, up or down; P61105; GTP binding activity, % at 10 µM; AID 760; 190,000 tested, 0.19% active; GST-Rab2 wt beads, Bodipy-GTP binding, flow cytometry;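 active = GTP binding activity at least 20 points away from 100%, either lowered or raised; inconclusive = signal likely due to the compound's own green fluorescence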;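 note: 0% = beads with excess unlabeled GTP and 100% = no-compound control corrected for plate trend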
* hit, by the source's call; ? = inconclusive; · = not tested or not shown.

SMILES | Rab7 wt GTP bind | GSH bead fluor | ABCB1 inh | HRas wt GTP bind | Rac1 mut GTP | ABCG2 inh | Avidin fluor | Pf gamet viab | Cdc42 wt | Rac1 wt modul | Rab2A wt mod
CC1CCC(C(C)C)C(OC(=O)COC(=O)c2cccn2C)C1 (stereo not drawn) | 94 | 6 | 0.3 | 99 | 98 | 2 | 7 | -3 | 102 | 101 | 98
CCn1c(CNC(=O)c2cccs2)n[nH]c1=S | 99 | 7 | -0.2 | 103 | 101 | 0 | 6 | -9 | 102 | 103 | 97
COc1ccc(NC(=O)COC(=O)Cc2ccccc2[N+](=O)[O-])cc1OC | 102 | 16 | 0.6 | 100 | 97 | 4 | 10 | -10 | 98 | 99 | 100
CSc1ccccc1C(=O)NC1CCCC1 | 98 | 33 | -1.9 | 101 | 101 | 3 | 15 | · | 103 | 105 | 101
O=C(c1cnn2c(C(F)(F)F)cc(-c3ccco3)nc12)N1CCCCCC1 | 95 | 18 | 1.2 | 96 | 98 | 28 | 18 | -13 | 97 | 101 | 98
Cc1nc2ccc(C(C(F)(F)F)(C(F)(F)F)C(F)(F)F)cc2[nH]1 | 103 | 39 | 0.3 | 104 | 100 | 45 | 14 | · | 102 | 103 | 102
O=C(NC12CC3CC(CC(C3)C1)C2)C12CC3CC(C1)CC(n1cnc(Cl)n1)(C3)C2 | 104 | 10 | 1.3 | 103 | 99 | 3 | 11 | 4 | 102 | 104 | 103
CC(C)C(=O)Nc1ccccc1C(=O)OCC(=O)c1ccc2c(c1)OCCO2 | 94 | 12 | 0.1 | 97 | 96 | 0 | 11 | · | 101 | 99 | 98
CC(C)(O)C(=O)N=Nc1c(O)[nH]c2ccccc12 | 101 | 12 | 0.3 | 98 | 95 | 5 | 13 | 22 | 101 | 104 | 100
CCOC(=O)/C=c1\s/c(=C\c2ccc3c(c2)OCCO3)c(=O)n1CC(=O)NCC1CCCO1 (stereo not drawn) | 92 | 9 | 1.0 | 99 | 97 | 4 | 13 | -8 | 98 | 98 | 94
Fc1ccc(-c2cnn3c(-c4cccs4)ccnc23)cc1 | 93 | 12 | -0.1 | 96 | 94 | 5 | 7 | -11 | 93 | 97 | 97
CCOC(=O)N1CCN(Cc2nc3c(c(=O)n(C)c(=O)n3C)n2Cc2ccc(F)cc2)CC1 | 99 | 25 | 0.1 | 98 | 99 | -1 | 5 | · | 96 | 100 | 101
O=C(C1CCCCC1)N(CCN1CCCC1)c1nc2ccccc2s1 | 101 | 18 | 0.7 | 101 | 105 | 2 | 19 | 26 | 105 | 104 | 102
OCCC1CN(Cc2nc3c(s2)CCCC3)CCN1Cc1ccsc1 (stereo not drawn) | 105 | 10 | 0.2 | 100 | 97 | 0 | 12 | 3 | 96 | 102 | 97
Cc1cccc(OCc2nnc(SCC(=O)c3cccs3)n2C)c1C | 100 | 8 | 0.8 | 101 | 101 | 3 | 15 | · | 103 | 106 | 100
COc1ccc(CC(=O)Nc2ccc(C(=O)Nc3nccs3)cc2)cc1OC | 94 | 17 | 0.9 | 77* | 89 | 7 | 9 | 13 | 73* | 82 | 73*
CC(=O)c1ccc(Nc2cc(C)nc3c(C)cc(C)cc23)cc1 | 105 | 24 | 0.3 | 98 | 95 | 9 | 12 | 6 | 97 | 97 | 98
CC(=O)c1c(C)[nH]c(C(=O)CSc2nnc(-c3ccccc3)n2Cc2ccc3c(c2)OCO3)c1C | 101 | 18 | 2.7 | 102 | 101 | 7 | 36 | 12 | 107 | 106 | 104
COc1cc(/C=N/O)cc(Br)c1OCc1ccc(Cl)cc1 | 104 | 11 | 0.6 | 105 | 97 | 1 | 20 | · | 102 | 100 | 105
O=C(CCc1c[nH]c2ccccc12)NCc1ccco1 | ? | 22 | 0.5 | ? | ? | 1 | 8 | · | ? | ? | ?
N#Cc1c(Cn2cncn2)nc(=O)n(-c2ccc(Cl)cc2)c1N | 94 | 10 | -0.2 | 94 | 95 | 3 | 11 | -13 | 94 | 96 | 95
CC(C)(C)NC(=O)CCC1COc2ccccc2O1 (stereo not drawn) | 101 | 34 | -0.2 | 102 | 99 | 5 | 13 | -23 | 100 | 103 | 101
O=C(CN1CCCc2ccccc21)N/N=C/c1ccccc1O | 98 | 8 | 0.1 | 97 | 96 | 0 | 16 | -19 | 100 | 103 | 97
Cc1cccc(NC2=NC3(CCCCC3)N=C(N)N2)c1C | 99 | 24 | 0.1 | 96 | 98 | 2 | 4 | -2 | 98 | 99 | 98
CC[n+]1c(/C=C/Nc2ccccc2)oc2ccccc21 | 97 | 24 | 0.3 | 101 | 100 | 1 | 5 | · | 105 | 103 | 101
SMILES | Rab7 wt GTP bind | GSH bead fluor | ABCB1 inh | HRas wt GTP bind | Rac1 mut GTP | ABCG2 inh | Avidin fluor | Pf gamet viab | Cdc42 wt | Rac1 wt modul | Rab2A wt mod
C(=N\Nc1nc(N2CCCCC2)nc(N2CCCCC2)n1)/c1c[nH]c2ccccc12 | 103 | 16 | -0.2 | 99 | 94 | 0 | 7 | -40 | 95 | 99 | 99
CCN(CC)CC(=O)NCC1(c2ccccc2)CCOCC1 | 104 | 55 | 0.2 | 104 | 102 | 0 | 7 | · | 104 | 107 | 104
O=C(O)c1ccc(COc2ccc3ccccc3c2/C=C2/NC(=O)N(Cc3ccc(F)cc3)C2=O)cc1 | 102 | 11 | -0.1 | 98 | 94 | 0 | 21 | 11 | 93 | 92 | 98
N/C(=N\OC(=O)C(c1ccccc1)c1ccccc1)c1cccnc1 | 95 | 27 | -0.2 | 95 | 93 | -1 | 11 | · | 95 | 90 | 93
COc1ccc(Br)cc1/C=N/Nc1ccc(Cl)c(C(=O)O)c1 | 94 | 15 | -0.4 | 93 | 92 | -3 | 8 | 13 | 93 | 93 | 93
O=C(O)c1cnc(-c2ccccc2)nc1Sc1ccc(Cl)cc1Cl | 94 | 28 | 2.0 | 102 | 101 | 3 | 15 | · | 104 | 102 | 101
Cc1ccc(N(C(C)C(=O)O)S(=O)(=O)c2cccnc2)cc1 (stereo not drawn) | 98 | 24 | 0.0 | 102 | 100 | 0 | 8 | · | 104 | 105 | 101
Cc1[nH]c2ccccc2c1C(=O)C(=O)NCc1cccs1 | ? | 13 | -0.2 | ? | ? | -1 | 10 | 19 | ? | ? | ?
COC(=O)Nc1ccc(S(=O)(=O)Nc2cccc3ccccc23)cc1 | 99 | 26 | 0.7 | 98 | 99 | 22 | 37 | 9 | 103 | 102 | 96
COc1cccc(C(C(=O)NC2CCCCC2)N(C(=O)c2cccs2)c2ccc3c(c2)OCO3)c1 (stereo not drawn) | 95 | 15 | 2.3 | 96 | 93 | 9 | 22 | · | 91 | 97 | 91
CC(CCc1ccccc1)C(=O)NO (stereo not drawn) | 96 | 26 | 0.4 | 94 | 93 | 1 | 14 | -8 | 95 | 95 | 95
O=C(NCc1ccc2c(c1)OCO2)C1CCN(S(=O)(=O)c2ccc(Br)s2)CC1 | 96 | 47 | 0.7 | 98 | 99 | 3 | 6 | -13 | 99 | 102 | 98
CC(C)(C)OC(=O)C1C(=O)CC(C)(O)C(C(=O)OC(C)(C)C)C1c1cccnc1 (stereo not drawn) | 97 | 8 | 0.3 | 99 | 100 | 1 | 8 | -2 | 101 | 101 | 100
CC1(C)CC(=O)C(C=NCCCO)=C(O)C1 | 98 | 30 | 0.3 | 97 | 95 | 1 | 36 | · | 98 | 99 | 97
O=C(NC1CCCC1)C(c1cccs1)N(C(=O)c1ccno1)c1ccccc1 (stereo not drawn) | 101 | 14 | 0.4 | 101 | 98 | 1 | 38 | -17 | 101 | 99 | 100
NC(=O)Cc1ccc(C(=O)c2ccc(Cl)cc2Cl)s1 | 95 | 15 | -0.4 | 92 | 93 | -1 | 27 | 11 | 88 | 96 | 89
CCCCNC(=S)Nc1ccc2cn[nH]c2c1 | 102 | 18 | 0.5 | 99 | 101 | 0 | 3 | 6 | 98 | 103 | 97
Cc1cccc(-c2nsc(SCC(=O)Nc3nccs3)n2)c1 | 106 | 4 | 0.2 | 105 | 103 | 2 | 8 | · | 106 | 109 | 103
CCCNC(=S)Nc1ccc2nc(-c3ccccn3)c(-c3ccccn3)nc2c1 | 100 | 31 | 1.0 | 101 | 100 | 1 | 17 | 13 | 104 | 103 | 104
COc1ccc(OC)c(N=c2oc3cc(O)ccc3cc2C(N)=O)c1 | 92 | 29 | 0.5 | 95 | 92 | 1 | 26 | -7 | 93 | 95 | 93
CCOC(=O)c1c(C2CC2)csc1NC(=O)COC(=O)CCS(=O)(=O)c1ccc(C)cc1 | 94 | 14 | 7.8 | 97 | 96 | 14 | 6 | 6 | 98 | 102 | 95
CCOC(=O)Cc1csc(NC(=O)c2cc(C)cc(C)c2)n1 | 104 | 14 | 1.6 | 98 | 99 | 17 | 9 | -7 | 97 | 100 | 99
CC(=O)c1cn(CC(=O)Nc2cccc(C)c2C)c2ccccc12 | ? | 11 | -0.2 | ? | ? | 1 | 12 | -16 | ? | ? | ?
CC1(C)CC(=O)C(C=Nc2cccc(/N=C/C3=C(O)CC(C)(C)CC3=O)n2)=C(O)C1 | 105 | 24 | -0.6 | 104 | 101 | -2 | 12 | · | 106 | 103 | 105
CN(C1=C(N2CCCCC2)C(=O)c2ccccc2C1=O)c1ccccc1 | 97 | 4 | 0.2 | 98 | 101 | 2 | 7 | · | 101 | 103 | 98
SMILES | Rab7 wt GTP bind | GSH bead fluor | ABCB1 inh | HRas wt GTP bind | Rac1 mut GTP | ABCG2 inh | Avidin fluor | Pf gamet viab | Cdc42 wt | Rac1 wt modul | Rab2A wt mod
O=C(CCN1C(=O)/C(=C/C=C/c2ccccc2)SC1=S)Nc1cccnc1 | 95 | 7 | · | 98 | 99 | 1 | 9 | 14 | 96 | 97 | 99
CCC(=O)NC(Nc1sc2c(c1C(=O)OC)CCN(C)C2)(C(F)(F)F)C(F)(F)F | 97 | 19 | 0.1 | 101 | 101 | 0 | · | -3 | 101 | 100 | 103
O=C(CSc1nc2ccccc2c(=O)n1-c1cccc(C(F)(F)F)c1)NC1CC1 | 100 | 12 | 1.4 | 102 | 96 | 3 | 21 | · | 101 | 100 | 100
CCCCCCn1cnc2c(c1=O)c1nc3ccccc3nc1n2/N=C/c1ccco1 | ? | 6 | 1.7 | ? | ? | 4 | 14 | · | ? | ? | ?
Cc1ccccc1N=C/C=C1/C=C(c2ccccc2)OC(C)(C)O1 | 101 | 13 | 0.0 | 100 | 96 | 4 | 21 | -2 | 100 | 100 | 96
COc1cc(C=O)ccc1OCc1ccccc1Br | 96 | 15 | 0.6 | 99 | 100 | 11 | 4 | · | 100 | 105 | 100
